Source: PubChem BioAssay (National Center for Advancing Translational Sciences (NCATS))
Glioma ERSR ind – ER stress response induction in glioma | U87-MG GRP78 promoter luciferase reporter, 16 h | Potency, µM, for inactives: at the highest dose activation, hits mostly activators | actives 0.02% (n = 420,000) | AID 602332; note: potency is the fitted concentration of half-maximal effect; series mostly up to about 76 µM; % of control where 0% means no effect; nearly all actives have a fitted effect of over 35% in size
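Stably transfected U87-MG glioma cells carrying a GRP78-based luciferase sensor; 16 h compound incubation. Luminescence end-point read 10 min after Bright-Glo addition at room temperature.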
USP1-UAF1 inh – inhibitors of human USP1/UAF1 deubiquitinase; O94782; recombinant USP1/UAF1, Ub-Rhodamine cleavage fluorescence; Potency, µM (top dose mostly 57.1 µM), for inactives: top-dose activity change, negative = inhibition, hits mostly inhibitors; actives 0.23% (n = 390,000); AID 743255; note: potency is the fitted concentration of half-maximal effect; % is set by controls: 0 for no effect and ±100 for the full control effect; nearly all actives have a fitted effect of over 60% in size; inactives centre near -12
Target sequence (O94782 whole entry, looked up): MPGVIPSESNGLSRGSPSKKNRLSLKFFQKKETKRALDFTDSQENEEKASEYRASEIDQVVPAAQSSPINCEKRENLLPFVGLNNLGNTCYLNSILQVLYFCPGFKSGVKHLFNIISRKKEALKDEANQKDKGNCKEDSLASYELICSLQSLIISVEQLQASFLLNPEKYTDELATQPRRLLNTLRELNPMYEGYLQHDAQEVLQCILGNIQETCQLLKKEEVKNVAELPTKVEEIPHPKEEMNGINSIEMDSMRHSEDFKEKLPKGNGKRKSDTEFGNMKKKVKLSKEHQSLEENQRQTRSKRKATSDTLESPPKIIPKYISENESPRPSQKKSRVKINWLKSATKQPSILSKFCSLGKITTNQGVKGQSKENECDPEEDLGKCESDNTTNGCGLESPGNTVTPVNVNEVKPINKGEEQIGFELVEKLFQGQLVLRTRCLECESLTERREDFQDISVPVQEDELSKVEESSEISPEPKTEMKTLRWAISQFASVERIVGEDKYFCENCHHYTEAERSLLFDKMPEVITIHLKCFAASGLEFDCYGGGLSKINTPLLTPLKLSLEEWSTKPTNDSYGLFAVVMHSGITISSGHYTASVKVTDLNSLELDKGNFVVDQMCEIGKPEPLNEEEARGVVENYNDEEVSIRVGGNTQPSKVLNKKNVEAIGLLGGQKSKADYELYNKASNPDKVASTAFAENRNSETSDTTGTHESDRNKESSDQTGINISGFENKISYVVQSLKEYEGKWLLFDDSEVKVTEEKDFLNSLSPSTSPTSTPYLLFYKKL
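USP1/UAF1 complex (1 nM) preincubated 15 min at room temperature with compound, then Ub-Rho substrate (150 nM final) added. Kinetic fluorescence at 480/540 nm over 6 reads at 60 s intervals; 50 mM HEPES pH 7.8, 0.5 mM EDTA, 0.1 mg/ml BSA, 1 mM TCEP, 0.01% Tween-20.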
Vif-A3G inh – inhibitors of Vif-APOBEC3G interaction | AID 602310 | HeLa A3G-eYFP + Vif (tagged APOBEC3G with the HIV-1 protein that degrades it), YFP fluorescence, overnight | actives 0.076% (n = 410,000) | Q9HC16 | Potency, µM (top dose mostly 46.1 µM), for the others: at the highest dose activity, negative = active, most hits filed as inhibitors;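 note: potency is the fitted concentration of half-maximal effect; % is set by controls: 0 for no effect and ±100 for the full control effect; nearly all actives have a fitted effect of over 60% in size; hits raise eYFP signal because A3G escapes Vif-driven loss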
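HeLa cells stably expressing Vif and C-terminally eYFP-tagged A3G, seeded overnight at 37 deg C, then exposed to compound by pintool overnight at 37 deg C. Rise in yellow fluorescence (Ex 488/Em 500-530, Acumen) marks blocked Vif-driven A3G degradation.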
TrxR1 inh – rat TrxR1 inhibition; recombinant rTrxR1, NADPH fluorescence consumption, selenite substrate; Potency, µM (top dose mostly 114 µM), for inactives: at the highest dose activity change, negative = inhibition, usual class: inhibitors; actives 1% (n = 390,000); note: potency is the fitted concentration of half-maximal effect; % is set by controls: 0 for no effect and ±100 for the full control effect; nearly all actives have a fitted effect of over 65% in size
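Rat TrxR1 (90 nM in the dispensed reagent) was pre-reduced with 400 uM NADPH for 5 min at room temperature, then incubated with compound for 15 min. After 400 uM selenite was added, NADPH fluorescence (Ex 340/Em 450 nm) was followed for 8 min.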
mIDH1 inhibitor – inhibitors of human mutant IDH1 R132H | IDH1-R132H enzyme, NADPH consumption, diaphorase/resazurin fluorescence | actives 0.093% (n = 390,000) | AID 602179 | Potency, µM (top dose mostly 76.6 µM), for the others: at the top dose activity change, negative = inhibition, hits mostly inhibitors | O75874; note: potency is the fitted concentration of half-maximal effect; % is set by controls: 0 for no effect and ±100 for the full control effect; nearly all actives have a fitted effect of over 65% in size
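IDH1-R132H (0.5 ug/mL dispensed) in pH 7.5 Tris buffer was preincubated 30 min with compound, then given a substrate mix of 0.016 mM NADPH and 2 mM alpha-KG for 80 min at room temperature; remaining NADPH was read by diaphorase/resazurin fluorescence.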
TrxR1 substrate – is turned over as a substrate by rat TrxR1; Potency, µM (top dose mostly 114 µM), inactives show top-dose activity change, negative = substrate turnover; AID 588456; purified TrxR1 substrate turnover, NADPH consumption readout; O89049; actives 0.01% (n = 390,000); note: potency is the fitted concentration of half-maximal effect; % is set by controls: 0 for no effect and ±100 for the full control effect; nearly all actives have a fitted effect of over 50% in size
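Rat TrxR1, dispensed at 90 nM, was prereduced with 400 uM NADPH (final) for 5 min at ~22 deg C, then incubated with compound 15 min before 400 uM selenite. A first-read NADPH fluorescence drop versus no-compound background flagged substrates.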
LDHA inh – blocks human lactate dehydrogenase A. P00338. purified LDHA, NADH/diaphorase-resazurin fluorescence; stronger effect = lower value. activity change, % (values are at about 110 or 230 µM). actives 0.15% (n = 480,000). AID 1347041; in the data active = activity change below about -30%; inconclusive = mostly about -25% to -30%;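 note: plate controls were DMSO wells for no effect and wells without enzyme for full effect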
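Human LDH5 at 2 nM final in Tris HCl pH 7.4 with 0.06 mM NADH and 0.2 mM pyruvate, reacted 5 minutes at room temperature. Remaining NADH coupled via diaphorase/resazurin; resorufin fluorescence read at 0 and 20 minutes, normalized to enzyme-free and DMSO wells.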
RGS4 inh – human RGS4 inhibition; P49798; Transcreener GDP fluorescence polarization, RGS4-accelerated GTP hydrolysis; Potency, µM (top dose mostly 114 µM), inactives show at the highest dose activity change, negative = inhibition, usual class: inhibitors; actives 0.039% (n = 390,000); AID 504845; note: potency is the fitted concentration of half-maximal effect; % is set by controls: 0 for no effect and ±100 for the full control effect; nearly all actives have a fitted effect of over 75% in size; some results filed as inactive show a strong effect at the top dose
Target sequence (P49798 whole entry, looked up): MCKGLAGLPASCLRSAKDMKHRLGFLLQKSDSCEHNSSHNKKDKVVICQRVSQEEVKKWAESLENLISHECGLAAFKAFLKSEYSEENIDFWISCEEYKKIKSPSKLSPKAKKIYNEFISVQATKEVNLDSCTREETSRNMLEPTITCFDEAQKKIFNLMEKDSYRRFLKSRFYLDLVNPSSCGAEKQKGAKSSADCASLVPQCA
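MLSMR compounds (23 nl, pin-transferred) preincubated 10 min at room temperature with a 500nM (2x) first reagent, then RGS4 at 900nM (2x) plus Transcreener GDP mix added; fluorescence polarization (620/688 nm) read before and after 90 min at 30 °C.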
Vif-APOBEC3F blk – Vif-A3F binding inhibition; HeLa A3F-eYFP + Vif (tagged APOBEC3F with the HIV-1 protein that degrades it), YFP fluorescence increase; Potency, µM (doses to about 46.1 µM), inactives show at the highest dose activity, negative = active; actives 0.2% (n = 390,000); AID 602313; note: potency is the fitted concentration of half-maximal effect; % of control where 0% means no effect; nearly all actives have a fitted effect of over 65% in size
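HeLa cells stably expressing A3F-eYFP plus Vif, plated and incubated overnight at 37 deg C, then exposed to compounds overnight at 37 deg C. Blocked degradation read as raised yellow fluorescence (Ex 488/Em 500-530).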
Active calls of the source: *; & = joins results of further samples; [ ] = remark or other dose. Unless noted, calls come from the whole dose curve; as a rule, active = well fitted curve in the direction sought with a large enough effect; inconclusive = small, poorly fitted or top-dose-only effect, or another doubt; inactive = no such curve, though single readings can be large; an effect the other way counts as inactive or inconclusive. Only part of the results is shown (hit frequency here may not be typical).

`CC(=O)/C=C/c1ccc2ccccc2n1` gave Glioma ERSR ind -3%, USP1-UAF1 inh -13%, Vif-A3G inh inconclusive, TrxR1 inh -70%, mIDH1 inhibitor 3%, TrxR1 substrate 13%[57.1 µM], LDHA inh 9&-8, RGS4 inh -52% and Vif-APOBEC3F blk -16%.
Screening COc1ccc(OC)c(S(=O)(=O)NCC(=O)NC2CCCCCC2)c1 returned Glioma ERSR ind 2%, USP1-UAF1 inh -19%, Vif-A3G inh 3%, TrxR1 inh 6%, mIDH1 inhibitor -3%, TrxR1 substrate -5%, LDHA inh -6, RGS4 inh 18% and Vif-APOBEC3F blk -18%.
Screening COCCCNS(=O)(=O)c1ccc(N2CCCCS2(=O)=O)cc1 returned Glioma ERSR ind -3%, USP1-UAF1 inh 11%, Vif-A3G inh 1%, TrxR1 inh 22%[57.1 µM], mIDH1 inhibitor -8%, TrxR1 substrate 9%[57.1 µM], LDHA inh -3, RGS4 inh 4% and Vif-APOBEC3F blk 0%.
Screening COc1ccc(/C=C/c2nc(C#N)c(NCCc3ccc(OC)c(OC)c3)o2)cc1OC returned Glioma ERSR ind -3%, USP1-UAF1 inh -21%, Vif-A3G inh -4%, TrxR1 inh 33%, mIDH1 inhibitor -11%, TrxR1 substrate 60%[activator], LDHA inh 0, RGS4 inh -9% and Vif-APOBEC3F blk 3%.
For Cc1ccc(NC(=O)COC(=O)C2(c3ccc(Cl)cc3)CCCC2)cc1 the results were Glioma ERSR ind -2%, USP1-UAF1 inh -28%, Vif-A3G inh 3%, TrxR1 inh 4%, mIDH1 inhibitor 11%, TrxR1 substrate -7%, LDHA inh 0, RGS4 inh -12% and Vif-APOBEC3F blk -24%.
`Cc1nc2sc(C(c3ccc(Cl)cc3)N3CCN(c4ccccc4F)CC3)c(O)n2n1` (stereo not given) gave Glioma ERSR ind -9%, USP1-UAF1 inh -22%, Vif-A3G inh -1%, TrxR1 inh -1%, mIDH1 inhibitor 7%, TrxR1 substrate -3%, LDHA inh -1, RGS4 inh -6% and Vif-APOBEC3F blk 9%.
For COc1ncnc2c1oc1ccccc12 the results were Glioma ERSR ind 3%, USP1-UAF1 inh -19%, Vif-A3G inh -1%, TrxR1 inh 20%, mIDH1 inhibitor 5%, TrxR1 substrate 2%, LDHA inh 0, RGS4 inh -10% and Vif-APOBEC3F blk 3%.
For O=C(O)c1nn(Cc2ncc(-c3cccc(Cl)c3)o2)c(=O)c2ccccc12 the results were Glioma ERSR ind 0%, USP1-UAF1 inh -19%, Vif-A3G inh 2%, TrxR1 inh 17%, mIDH1 inhibitor 7%, TrxR1 substrate 10%, LDHA inh 4, RGS4 inh -21% and Vif-APOBEC3F blk 2%.
`Cc1ccc2[nH]ccc(=O)c2c1` gave Glioma ERSR ind -3%, USP1-UAF1 inh -27%, Vif-A3G inh 3%, TrxR1 inh -15%, mIDH1 inhibitor 7%, TrxR1 substrate -5%, LDHA inh 0, RGS4 inh 1% and Vif-APOBEC3F blk -4%.
CC(C)(C)c1csc(NC2=NS(=O)(=O)c3ccccc32)n1 was read as Glioma ERSR ind 3%, USP1-UAF1 inh -8%, Vif-A3G inh -1%, TrxR1 inh -5%, mIDH1 inhibitor -2%, TrxR1 substrate -13%, LDHA inh -2, RGS4 inh -8% and Vif-APOBEC3F blk -5%.
Screening CC1(C)CCCN(C(=O)c2ccc3c(c2NCCO)C(=O)c2ccccc2C3=O)C1 returned Glioma ERSR ind -6%, USP1-UAF1 inh -25%, Vif-A3G inh 2%, TrxR1 inh 7%, mIDH1 inhibitor 0%, TrxR1 substrate -6%, LDHA inh 8, RGS4 inh 27% and Vif-APOBEC3F blk 2%.
Screening COc1cccc(CN2C(=O)[C@@H]3Cc4c([nH]c5ccccc45)C(C)(C)N3C2=O)c1 returned Glioma ERSR ind -4%, Vif-A3G inh 1%, TrxR1 inh 11%[57.1 µM], TrxR1 substrate -1%[57.1 µM], LDHA inh -5, RGS4 inh -5% and Vif-APOBEC3F blk 4%.
Screening O=C(Nc1cccc2ncccc12)c1ccc(Br)c([N+](=O)[O-])c1 returned Glioma ERSR ind -6%, USP1-UAF1 inh -13%, Vif-A3G inh -7%, TrxR1 inh 3%[57.1 µM], mIDH1 inhibitor 8%, TrxR1 substrate 9%[57.1 µM], LDHA inh 1, RGS4 inh -20% and Vif-APOBEC3F blk 1%.
`Cc1ccc(C(=O)C(C)[n+]2cccc(C(N)=O)c2)cc1` (stereo not given) gave Glioma ERSR ind -2%, USP1-UAF1 inh -5%, Vif-A3G inh 2%, TrxR1 inh 6%[57.1 µM], mIDH1 inhibitor -1%, TrxR1 substrate 4%[57.1 µM], LDHA inh -9, RGS4 inh -8% and Vif-APOBEC3F blk -9%.
Cc1cc(C)nc(Nc2n[nH]c(-c3ccccc3N)n2)n1 was read as Glioma ERSR ind -11%, USP1-UAF1 inh 2%, Vif-A3G inh 2%, TrxR1 inh 32%[57.1 µM], mIDH1 inhibitor 2%, TrxR1 substrate 6%[57.1 µM], LDHA inh -4, RGS4 inh -8% and Vif-APOBEC3F blk -28%.
COc1ccc(Cn2c(SCc3ccc(C(=O)NCc4ccc(C)cc4)cc3)nc3cccnc32)cc1 was read as Glioma ERSR ind -7%, USP1-UAF1 inh -16%, Vif-A3G inh -1%, TrxR1 inh 32%, mIDH1 inhibitor -18%, TrxR1 substrate 16%, LDHA inh -8, RGS4 inh -25% and Vif-APOBEC3F blk -1%.
Screening CCOC(=O)/C(C#N)=C/c1c(N2CCN(c3ccccc3)CC2)nc2ccccn2c1=O returned Glioma ERSR ind 5%, USP1-UAF1 inh -20%, Vif-A3G inh -1%, TrxR1 inh 18%, mIDH1 inhibitor 0%, TrxR1 substrate -3%, LDHA inh 4, RGS4 inh -23% and Vif-APOBEC3F blk 1%.
`CN1CCCC(OC(=O)CCCCC(=O)OC2CCCN(C)C2)C1` (stereo not given) gave Glioma ERSR ind -2%, USP1-UAF1 inh 7%, Vif-A3G inh -3%, TrxR1 inh -1%, mIDH1 inhibitor 3%, TrxR1 substrate -3%, LDHA inh -3, RGS4 inh 7% and Vif-APOBEC3F blk 1%.

Among those listed so far, these have a cyano group.
Screening COc1ccc(/C=C/c2nc(C#N)c(NCCc3ccc(OC)c(OC)c3)o2)cc1OC returned Glioma ERSR ind -3%, USP1-UAF1 inh -21%, Vif-A3G inh -4%, TrxR1 inh 33%, mIDH1 inhibitor -11%, TrxR1 substrate 60%[activator], LDHA inh 0, RGS4 inh -9% and Vif-APOBEC3F blk 3%.
Screening CCOC(=O)/C(C#N)=C/c1c(N2CCN(c3ccccc3)CC2)nc2ccccn2c1=O returned Glioma ERSR ind 5%, USP1-UAF1 inh -20%, Vif-A3G inh -1%, TrxR1 inh 18%, mIDH1 inhibitor 0%, TrxR1 substrate -3%, LDHA inh 4, RGS4 inh -23% and Vif-APOBEC3F blk 1%.

Two entries drawn at random from those above, as already listed:
Screening CC1(C)CCCN(C(=O)c2ccc3c(c2NCCO)C(=O)c2ccccc2C3=O)C1 returned Glioma ERSR ind -6%, USP1-UAF1 inh -25%, Vif-A3G inh 2%, TrxR1 inh 7%, mIDH1 inhibitor 0%, TrxR1 substrate -6%, LDHA inh 8, RGS4 inh 27% and Vif-APOBEC3F blk 2%.
COc1ccc(Cn2c(SCc3ccc(C(=O)NCc4ccc(C)cc4)cc3)nc3cccnc32)cc1 was read as Glioma ERSR ind -7%, USP1-UAF1 inh -16%, Vif-A3G inh -1%, TrxR1 inh 32%, mIDH1 inhibitor -18%, TrxR1 substrate 16%, LDHA inh -8, RGS4 inh -25% and Vif-APOBEC3F blk -1%.
